Assay outcomes: PubChem, National Center for Advancing Translational Sciences (NCATS)
Cycloheximide cs = counter-screen hit for Shiga toxin inhibitors, cycloheximide; cell reporter, cycloheximide protein synthesis inhibition counterscreen; max response, %; actives 12% (n = 300,000); AID 2314; in the data active = max response mostly above about 13%, no sharp cut-off; inactive = mostly below about 14%; also: read at 38.3 µM for the half of the compounds with a filed dose; 0% is about no effect
HCMV inh = blocks human cytomegalovirus replication. actives 4.5% (n = 410,000). AID 1259415. activity change, negative = inhibition, % at 57.5 µM. HFF cells, HCMV-luciferase reporter, 72 h; active compounds read low; in the data active = activity change below about -60%; inconclusive = no clear call, values can overlap the other calls; inactive = above about -39%; also: % is scaled to controls: 0 for no effect and ±100 for the full control effect
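Compounds were evaluated in HFFs infected with an HCMV luciferase reporter virus (MOI 1 PFU/cell). Luciferase in lysates collected 72 h post infection served as the replication measure.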
Giardia FBPA inh = inhibitors of Giardia lamblia fructose-1,6-bisphosphate aldolase | AID 2451 | A8B2U2 | Potency, µM (doses to about 59.6 µM), for inactives: at the top dose activity, negative = inhibition, actives largely listed as inhibitors | actives 0.71% (n = 290,000) | purified Giardia FBPA; also: potency is read from the fitted curve at half-maximal effect; % is scaled to controls: 0 for no effect and ±100 for the full control effect; nearly all actives have a fitted effect of over 55% in size
Target sequence (A8B2U2 whole entry, looked up): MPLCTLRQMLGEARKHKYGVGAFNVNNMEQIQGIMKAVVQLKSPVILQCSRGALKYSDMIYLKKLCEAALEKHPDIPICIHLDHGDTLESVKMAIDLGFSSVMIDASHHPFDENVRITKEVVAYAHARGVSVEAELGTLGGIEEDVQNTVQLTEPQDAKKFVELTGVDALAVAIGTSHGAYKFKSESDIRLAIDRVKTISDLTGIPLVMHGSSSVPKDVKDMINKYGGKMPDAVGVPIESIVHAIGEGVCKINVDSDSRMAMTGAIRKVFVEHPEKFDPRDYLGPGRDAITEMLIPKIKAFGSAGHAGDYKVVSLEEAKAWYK
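Giardia FBPA (40 nM reagent) was preincubated 10 min at RT with compound (up to 57.5 uM final), then substrate plus GAPDH/TPI/NAD/arsenate coupling system with diaphorase/resazurin was added; resorufin fluorescence (525/598 nm) was read after 20 min.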
AmpC inh detg = blocks E. coli AmpC beta-lactamase in detergent assay. Potency, µM (doses to about 114 µM), for the others: at the highest dose activity change, negative = inhibition, most hits filed as inhibitors. actives 0.041% (n = 370,000). P00811. AmpC hydrolysis of nitrocefin, absorbance 480 nm, 0.01% Triton;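 also: potency is read from the fitted curve at half-maximal effect; 0% = no-compound wells and -100% = no-enzyme wells; nearly all actives have a fitted effect of over 25% in size; some results filed as inactive show a strong effect at the top dose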
Target sequence (P00811 whole entry, looked up): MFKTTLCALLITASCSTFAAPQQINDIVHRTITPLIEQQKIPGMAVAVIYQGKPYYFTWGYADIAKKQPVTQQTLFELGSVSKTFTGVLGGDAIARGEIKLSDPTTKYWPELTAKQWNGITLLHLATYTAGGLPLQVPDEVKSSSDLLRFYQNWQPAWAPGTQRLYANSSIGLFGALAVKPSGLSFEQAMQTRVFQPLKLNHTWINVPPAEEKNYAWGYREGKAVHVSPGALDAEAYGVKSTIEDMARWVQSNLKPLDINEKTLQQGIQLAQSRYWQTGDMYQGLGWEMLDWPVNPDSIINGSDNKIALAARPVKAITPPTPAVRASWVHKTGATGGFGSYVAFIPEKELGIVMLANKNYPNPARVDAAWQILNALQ
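AmpC (5.3 nM in the dispensed reagent) in 20 mM phosphate pH 7.0 with 0.01% (detergent screen) or 0.0001% Triton X-100 was preincubated with compounds for 15 min at room temperature. Nitrocefin was then added from an 800 uM solution, and hydrolysis was followed at 480 nm.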
AMA1 RON2 block = AMA1-RON2 (P. falciparum) interaction inhibition. AlphaScreen AMA1-biotinylated RON2 peptide binding. Potency, µM (doses to about 58.2 µM), inactives show at the top dose activity change, negative = inhibition, actives largely listed as inhibitors. actives 0.2% (n = 360,000);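 also: potency is read from the fitted curve at half-maximal effect; 0% = vehicle wells and -100% = peptide control; nearly all actives have a fitted effect of over 45% in size; some results filed as inactive show a strong effect at the top dose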
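AMA1 (3D7) with his tag at 25 nM final met compounds first, then biotinylated RON2 peptide at 25 nM; detection used donor plus acceptor beads, 10 µg/mL apiece, read by AlphaScreen after 30 min at room temperature.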
AmpC inh no detg = inhibitors of E. coli AmpC beta-lactamase without detergent | Potency, µM (series often up to 57.1 µM), for the others: at the highest dose activity change, negative = inhibition, usual class: inhibitors | P00811 | AID 485341 | AmpC nitrocefin hydrolysis, absorbance 480 nm, 0.0001% Triton | actives 0.52% (n = 330,000);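 also: potency is read from the fitted curve at half-maximal effect; plate controls were no compound for no effect and no enzyme for full effect; nearly all actives have a fitted effect of over 20% in size; some results filed as inactive show a strong effect at the top dose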
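AmpC (5.3 nM in the dispensed reagent) in 20 mM phosphate pH 7.0 with 0.01% (detergent screen) or 0.0001% Triton X-100 was preincubated with compounds for 15 min at room temperature. Nitrocefin was then added from an 800 uM solution, and hydrolysis was followed at 480 nm.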
Shiga toxin inh = blocks Shiga toxin action in Vero cells; inhibition, % at 38.7 µM; actives 9.2% (n = 290,000); Vero cells, Shiga toxin protein synthesis inhibition reporter; in the data active = inhibition mostly above about 28%, no sharp cut-off; inactive = mostly below about 43%; also: 0% is about no effect
Numbers without * were called inactive; ? = inconclusive; / = not tested or not shown; & = joins results of further samples; [ ] = another dose, or the depositor's remark. Unless noted, calls follow the shape of the dose curve; as a rule, active = well fitted curve in the direction sought with a large enough effect; inconclusive = small, poorly fitted or top-dose-only effect, or another doubt; inactive = no such curve, though single readings can be large; an effect the other way counts as inactive or inconclusive.

SMILES | Cycloheximide cs | HCMV inh | Giardia FBPA inh | AmpC inh detg | AMA1 RON2 block | AmpC inh no detg | Shiga toxin inh
CCN(CC)C(=O)COc1ccc(Br)cc1Cl | -2.7 | -3.7 | 6.0% | -7.8% | -16.5% | 2.0% | -3.3
COc1ccc(CN2C(=O)C(Cc3ccccc3)Nc3ncnc(N4CCOCC4)c32)cc1 (stereo unspecified) | / | -10.5 | / | ? | 11.1%&4.4% | 4.9% | /
COc1ccc(OCC(=O)Nc2ccccc2C(=O)N2CCOCC2)cc1 | 8.2 | 13.9 | 12.6% | 12.3% | -3.1% | 3.6% | 19.6
CC1CC(C)CN(C(=O)COC(=O)Cc2c[nH]c3ccccc23)C1 (stereo unspecified) | / | -34.2 | / | -17.0% | -3.7% | -7.9% | /
Cc1ccn2cc(-c3ccc(Br)cc3)nc2c1 | 38.3* | -10.2 | -23.9% | -5.3% | -1.8% | -20.4% | 21.9*
CN(C(=O)c1ccncc1)c1nnc(-c2cccnc2)s1 | -3.5 | 17.3 | 2.9% | ? | -4.9% | -17.3% | -3.4
Nc1nonc1-n1nnc(C(=O)O)c1-c1cccs1 | 1.0 | -12.4 | 21.2% | -4.2% | -3.6% | -1.8% | 9.6
CC(=O)Nc1ccc(OCC(O)CN2CCN(c3ccc(F)cc3)CC2)cc1 (stereo unspecified) | -0.9 | 12.0 | 2.4% | -2.4% | -10.8% | -12.6% | /
C/C(=N/NC(=O)c1ccncc1)c1ccc(NC(=O)c2ccc(Cl)cc2Cl)cc1 | 62.5* | 36.2 | / | -3.1% | 19.8% | -9.9% | 43.1
O=C(Nc1nccs1)C(c1ccccc1)N1CCCC1 (stereo unspecified) | -2.1 | 1.5 | -5.5% | -5.4% | 23.4% | -28.5% | 12.8
COc1cc(CCC(=O)OCC(=O)Nc2ccc(F)c(F)c2)cc(OC)c1OC | -3.2 | -18.1 | / | 0.8% | -13.3% | 15.6% | -10.2
Oc1ccc(Cl)cc1CNCc1ccc(C(F)(F)F)cc1 | / | -30.0 | / | -1.6% | 57.1%[activator] | -14.1% | /
CC(C)CCN(CCC(C)C)C/C(O)=C(\C#N)c1nc(-c2ccccc2)cs1 | -0.7 | 10.3 | -10.2% | ? | 18.7% | -0.8% | -8.0
O=C(COC(=O)/C=C/c1cccc(C(F)(F)F)c1)NCc1ccc(F)cc1 | -2.6 | -14.5 | 0.0% | 0.8% | -8.5% | -31.1% | -10.8
CC(C)(C)n1nc2c(c1NC(=O)c1cc(Cl)ccc1[N+](=O)[O-])CS(=O)(=O)C2 | -7.6 | ? | -4.3% | ? | -3.1% | -24.2% | -6.6
O=C(NC1CCCCC1)c1cccc(OCc2ccccc2)c1 | 10.7 | ? | -6.4% | 1.7% | -2.7% | -24.9% | 15.8
COCCNC(=S)N1CCN(c2nc3ccccc3s2)CC1 | 32.1* | -33.8 | 0.3% | -0.3% | -3.3% | 77.0%[activator] | 93.3
COc1ccc(-c2cc(C(F)(F)F)n3nc(C(=O)Nc4cc(C)on4)cc3n2)cc1OC | 4.0 | -7.6 | 6.4% | -1.7% | 9.8% | -1.4% | -1.0
COc1ccc(-c2cnc3c(c2)CCC3(C#N)C#N)cc1 | -4.0 | ? | -0.6% | ? | 0.0% | -5.8% | 12.5
O=c1c2cn[nH]c2[nH]c(=S)n1-c1cccc(Cl)c1 | -1.7 | -26.2 | -27.8% | -8.2% | 55.7%[activator] | -12.1% | 0.7
Cc1cc(=O)[nH]c(N/N=C/c2c(C)oc3ccccc23)n1 | 1.3 | ? | -7.9% | 1.5% | 7.2% | -1.4% | 14.9
Cc1nnc(NC(=O)CCSc2ccccc2)s1 | -3.4 | 23.0 | 11.2% | -5.6% | -5.8% | 18.2% | 52.6
Cc1cccc(NC(=O)c2ccc(Cl)c(S(=O)(=O)N3CCCC3)c2)n1 | 54.5* | -17.9 | / | -1.1% | -15.8% | -18.5% | 59.4*
Cc1ccc(S(=O)(=O)NCC(c2cccnc2)N(C)C)cc1 (stereo unspecified) | 7.7 | 6.4 | 2.6% | 0.9% | -10.5% | 4.5% | -3.7
CN(Cc1ccccc1)C(=O)c1cccc(NC(=O)Cc2cccc([N+](=O)[O-])c2)c1 | / | ? | / | / | -10.2% | -18.2% | /
O=C(C1CCN(S(=O)(=O)N2CCOCC2)CC1)N1CCN(Cc2ccc3c(c2)OCO3)CC1 | 1.5 | -33.2 | -1.7% | -0.4% | -4.6% | 65.8%[activator] | 23.6
O=C(NCc1ccco1)C(=S)N1CCCC1 | -2.6 | -35.4 | 2.0% | -3.1% | -4.8% | -13.6% | -9.0
O=C(COC(=O)c1cc(S(=O)(=O)N2CCCCC2)ccc1N1CCOCC1)NCCc1ccc(F)cc1 | -1.5 | -18.0 | -7.5% | -1.7% | 12.2% | 168.7%[activator] | 2.6
CCOC(=O)c1ccc(NC(=S)N(CCCN2CCN(CC)CC2)Cc2ccco2)cc1 | -0.9 | -35.2 | 3.2% | -2.9% | 0.5% | 99.4%[activator] | -2.5
Cc1cc2[nH]c(=O)c(=O)[nH]c2cc1S(=O)(=O)Nc1cccc(Cl)c1C | -0.6 | 21.1 | 4.0% | -7.2% | -8.7% | -29.3% | -4.8
Cc1ccc(OCC(=O)Nc2ccc3c(c2)OCO3)c(C)c1 | 1.9 | -3.3 | 1.5% | -0.4% | -19.0% | -14.1% | 33.9
Cc1ccc(CNC(=S)Nc2ccc(OC(F)F)cc2C)cc1 | 6.5 | 3.2 | 1.7% | -6.6% | 16.7% | -16.4% | -4.5
O=C(NC1CCCCCCC1)C1CCC(CNc2c(N3CCCC3)c(=O)c2=O)CC1 (stereo unspecified) | 5.2 | -1.4 | -1.0% | ? | -2.9% | -10.0% | 14.4
O=C1N[C@H](Cc2ccccc2)COC(=O)[C@@H](Cc2ccc(F)cc2)C/C=C\C[C@H]1CC(=O)N(CCO)Cc1ccccc1 | / | -14.6 | / | / | -9.7% | 173.9%[activator] | /
N#C/C(=C/c1cn(-c2ccccc2)nc1-c1cccc(OCc2ccc(F)cc2)c1)C(=O)NCCCn1ccnc1 | 9.1 | 13.0 | 4.4% | -4.3% | 8.6% | 80.2%[activator] | 15.1
Cc1cccc(N/C(N)=N/c2nc(C)cc(=O)[nH]2)c1 | -1.5 | -0.7 | -8.3% | 1.8% | -3.3% | -17.2% | -1.2
COc1ccc(C2=[N+]([O-])C(C)(C)C(c3ccccc3)=N2)cc1 | 1.4 | ? | 0.8% | 8.0% | -13.3% | 64.1%[activator] | 46.9
COc1cc(OC)cc(C(=O)NNC(=O)c2cc(S(=O)(=O)N3CCOCC3)ccc2F)c1 | / | 28.7 | / | 6.3% | 69.5%[activator] | -32.2% | /
CCN(CCn1cccn1)Cc1cn[nH]c1-c1ccc(-c2ccccc2)cc1 | 11.1 | 61.1 | -13.8% | -3.9% | -2.0% | 132.6%[activator] | 42.3
O=c1c(-c2ccc(Br)cc2)coc2c(CN3CCCCC3)c(O)ccc12 | -1.0 | -38.3 | 5.3% | 3.6% | -5.6% | -16.8% | -4.5

One compound at a time, from the list above.
O=C1N[C@H](Cc2ccccc2)COC(=O)[C@@H](Cc2ccc(F)cc2)C/C=C\C[C@H]1CC(=O)N(CCO)Cc1ccccc1 across the screens: Cycloheximide cs: /; HCMV inh: -14.6; Giardia FBPA inh: /; AmpC inh detg: /; AMA1 RON2 block: -9.7%; AmpC inh no detg: 173.9%[activator]; Shiga toxin inh: /
CCN(CCn1cccn1)Cc1cn[nH]c1-c1ccc(-c2ccccc2)cc1 across the screens: Cycloheximide cs: 11.1; HCMV inh: 61.1; Giardia FBPA inh: -13.8%; AmpC inh detg: -3.9%; AMA1 RON2 block: -2.0%; AmpC inh no detg: 132.6%[activator]; Shiga toxin inh: 42.3

Next part.
SMILES | Cycloheximide cs | HCMV inh | Giardia FBPA inh | AmpC inh detg | AMA1 RON2 block | AmpC inh no detg | Shiga toxin inh
Cn1cc(Br)c(NC(=O)/C=C/C(=O)O)n1 | 19.7 | 11.6 | ? | -13.1% | 1.3% | -12.1% | 6.6
Cc1ccc(S(=O)(=O)NCC2CCC(C(=O)NCCCN3CCOCC3)CC2)cc1 (stereo unspecified) | -0.3 | 17.2 | -1.7% | -2.9% | -0.9% | 0.8% | -11.8
Cc1nn(-c2ccccc2)c(C)c1C(=O)OCC(=O)Nc1cccc(S(N)(=O)=O)c1 | / | 3.6 | / | 10.2% | -2.8% | -4.1% | /
COc1ccc2c(Cl)c(C(=O)NCc3ccco3)sc2c1 | 76.1* | 15.3 | -6.5% | -2.9% | 3.5% | -28.8% | 93.2*
O=C(O)c1ccc(-c2nc3ccccc3[nH]2)cc1 | 0.8 | -22.3 | -11.0% | -4.9% | 13.3% | -7.7% | -12.3
O=C(COC(=O)/C=C/c1ccccc1[N+](=O)[O-])NC(=O)NC1CCCC1 | / | -13.2 | / | ? | -7.7% | -40.5% | /
CC(=O)NN1C(=O)/C(=C/c2ccc(C(C)C)cc2)SC1=S | 16.5* | -2.7 | -2.5% | ? | 20.1% | 56.9% | 19.3
COc1cc([N+](=O)[O-])ccc1NC(=O)CN(C)C | -2.1 | 30.6 | -6.0% | 0.0% | 2.3% | -14.7% | -5.3
N#Cc1cccn1-c1nccs1 | 4.9 | -33.7 | -0.7% | ? | -3.1% | -10.1% | 1.9
Oc1ccccc1C1=Nc2ncnn2C(c2ccccc2)C1 (stereo unspecified) | -3.0 | 0.1 | 0.3% | -11.2% | -1.4% | -20.9% | -25.4
CN1/C(=C/c2cc[n+](C)c3ccccc23)C=Cc2ccccc21 | 1.8 | / | ? | ? | -27.1% | -14.6% | -10.8
Cc1cc(C)c(C(=O)N2CCCC(C(=O)c3cc(F)ccc3F)C2)o1 (stereo unspecified) | 6.0 | 18.9 | 16.2% | 2.6% | -2.4% | 23.5% | 20.6
CC1CCc2c(nc3ncnn3c2Nc2ccc(OC(F)(F)F)cc2)C1 (stereo unspecified) | 0.8 | 6.6 | 2.5% | 0.0% | 21.7% | 79.3%[activator] | 1.5
CCCC1N2CC3([N+](=O)[O-])CN1CC([N+](=O)[O-])(C2)C3(C)C (stereo unspecified) | -5.5 | -1.0 | 3.5% | -14.9% | 2.6% | -3.7% | -9.7
COc1ccc(Nc2ccc([N+](=O)[O-])cn2)cn1 | -2.6 | -35.1 | -15.0% | -7.3% | -0.6% | -9.2% | 25.8
COc1cccc2cc(C(=O)NC(C)C3CCCO3)c(=O)oc12 (stereo unspecified) | 45.1* | 23.5 | 1.9% | 4.0% | 10.0% | -11.7% | 63.0*
CCCC(=O)c1cc2c(cc1NC(=O)c1ccccc1F)OCCO2 | 12.9 | -0.1&-14.4 | 5.2% | -0.3%&2.7% | -1.4% | -17.9% | 36.6
CCN1CCN(c2ccc(S(=O)(=O)N3CCOCC3)cc2NC(=O)C(C)Oc2ccc(Cl)cc2)CC1 (stereo unspecified) | / | 21.2 | / | -14.6% | -8.2% | 265.0%[activator] | /

An unsorted share of the library; any-hit rate near 16%.
